Source: PubChem
SENP6 block: SENP6 protease inhibition; Q9GZR1; Recombinant SENP6 catalytic domain, aminoluciferin luminescence; inhibition, % at 10 µM; actives 1.8% (n = 330,000); AID 2599;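 active = inhibition above about 50% at the single tested dose, limit read from the data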;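 note: plate controls were DMSO wells with enzyme for no effect and DMSO wells lacking enzyme for full effect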
SENP8 block-1: SENP8 (human) protease inhibition; Q96LD8; recombinant SENP8, Nedd8 substrate fluorescence; inhibition, % at 20 µM; actives 0.64% (n = 360,000); AID 602440; in the data active = inhibition mostly above about 40%, no sharp cut-off; inactive = mostly below about 27%
SENP8 block-2: SENP8 protease inhibition. Q96LD8. purified SENP8, Z-RLRGG-aminoluciferin cleavage, luminescence. inhibition, % at 10 µM. actives 1.2% (n = 330,000). AID 2540; in the data active = inhibition above about 50%
HKDC1 inhibitor: inhibitors of human hexokinase HKDC1; Q2TB90; recombinant HKDC1, G6PDH/diaphorase resazurin coupled fluorescence; inhibition, % at 20 µM; actives 0.16% (n = 340,000); AID 493160;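 active = inhibition above about 35% when tested at 20 µM, limit read from the data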;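 note: plate controls were DMSO wells with enzyme for no effect and DMSO wells lacking enzyme for full effect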
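System: Recombinant HKDC1 hexokinase | Amount: HKDC1 at 5 µg/mL | Reagent: Glucose with 1 mM ATP | Doses: Single 20 µM dose | Incubation: Reaction time 90 min, room temperature, protected from light | Signal: Coupled resazurin fluorescence, excitation 525 nm, emission 613 nm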
Apaf1 inhib: blocks human Apaf-1 apoptosome activity; O14727; reconstituted apoptosome caspase-3 activity, DEVD-Rh110 fluorescence; inhibition, % at 20 µM; actives 0.71% (n = 330,000); AID 489030; active = inhibition of at least 40% at 20 µM;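 note: plate controls were DMSO wells for no effect and DEVD-CHO caspase inhibitor wells for full effect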
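Material: reconstituted apoptosome with Apaf-1, cytochrome c, caspase-9, procaspase-3, dATP. Technique: Rh110 fluorescence intensity. Buffer or medium: pH 7.5 Hepes buffer with CHAPS, BSA, DTT. Times: 30 min plus 50 min, RT.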
SENP7 inh: blocks the human protease SENP7; actives 1.5% (n = 330,000); inhibition, % at 5 µM; AID 434973; recombinant SENP7, Z-RLRGG-aminoluciferin luminescence, 40 min; Q9BQF6;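 active = inhibition above about 50% at the single test dose, limit read from the data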;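 note: plate controls were DMSO with enzyme for no effect and no enzyme buffer wells for full effect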
SENP1 FRET inh: inhibitors of human SENP1 SUMO protease catalytic domain; Q9P0U3; AID 624204; recombinant SENP1 catalytic domain, CyPet-SUMO1-YPet FRET cleavage; inhibition, % at 10 µM; actives 0.21% (n = 360,000);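 active = inhibition at least 30% at 10 µM, raw YFP signal under a set limit, fluorescence ratio 0.5 to 1.5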;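 note: 0% = enzyme with DMSO and 100% = no enzyme wells; some results filed as inactive read as strong as hits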
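Assay system: hSENP1 catalytic domain, recombinant. Amount: SENP1 enzyme, 20 pM final. Schedule: 50 min reaction, RT, dark. Technique: FRET, CFP and YFP emission. Control set: no-enzyme wells low, DMSO-plus-enzyme wells high control.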
PfG6PD inh: PfG6PD (Plasmodium falciparum) enzyme inhibition; inhibition, % at 20 µM; PfGluPho enzyme, NADPH resazurin-diaphorase fluorescence; actives 0.78% (n = 350,000);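 active = inhibition reaching at least a set limit at 20 µM in the primary screen, cut at about 59% in these data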;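 note: 0% = DMSO wells with substrate and 100% = DMSO wells lacking glucose-6-phosphate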
* marks the source's active call; other numbers are inactive results; · = no result given.

smiles	SENP6 block	SENP8 block-1	SENP8 block-2	HKDC1 inhibitor	Apaf1 inhib	SENP7 inh	SENP1 FRET inh	PfG6PD inh
C#CCOCCOCCOCCNc1nc(N2CCN(C(=O)Cn3cc(CCCCN)nn3)CC2)nc(N2CCN(C(=O)[C@H](C)n3cc(CCC(=O)O)nn3)CC2)n1	·	16	·	-2	·	·	0	-12
C#CCn1c(=NC(=O)c2cccs2)sc2cccc(OCC)c21	-53	-445	8	-4	1	-2	0	-6
Cn1cccc1C(=O)NC(=O)COC(=O)c1ccc(S(C)(=O)=O)cc1	4	-2	-1	5	-11	1	-2	1
O=C1c2cc(S(=O)(=O)N(CCO)CCO)ccc2-c2ccc(S(=O)(=O)N(CCO)CCO)cc21	-23	8	-5	4	4	-2	2	1
CCC(C)NS(=O)(=O)c1ccc(OCC(=O)NCc2ccccn2)cc1 (stereo unspecified)	-7	22	-1	-3	-7	0	-1	-24
Cc1csc(NC(=O)C2CCN(C(=O)c3ccccc3C)CC2)n1	-6	6	-3	17	4	-4	-2	-13
O=C(COc1ccccc1[N+](=O)[O-])N(Cc1cccc(Br)c1)C1CCS(=O)(=O)C1 (stereo unspecified)	5	-27	-16	2	19	-8	1	-5
COc1ccc2cc3c(N)c(C(=O)N4CCCC4)sc3nc2c1	-3	·	2	11	4	-3	·	44
CCN(CC(=O)Nc1ccc2c(c1)OCCO2)Cc1nc2cc(Cl)ccc2c(=O)[nH]1	1	-70	5	3	-6	3	-54	8
COc1ccc(CN(CCN)C2CC(C)N(C)CC2C)cc1 (stereo unspecified)	-2	12	0	2	-8	-2	0	-7
CC(C)(C(N)=O)N1CCN(c2ncc(C(F)(F)F)cc2Cl)CC1	6	25	5	-7	1	9	1	-8
CCOC(=O)CC(=O)CSc1nc2c(c(C)c1C#N)CCC2	5	-304	-1	0	8	0	-116	21
COc1cccc(C(=O)Nc2cc3c(cc2N2CCOCC2)n(C)c(=O)n3C)c1	9	-11	-5	-2	3	3	0	1
Cc1ccc(S(=O)(=O)N2CCOCC2)cc1NC(=O)C1CC(=O)N(c2ccc3c(c2)OCCO3)C1 (stereo unspecified)	0	10	1	-1	-2	2	0	-3
Cc1cc(O)c(-c2ccno2)cc1Cl	-6	-371	-7	-4	-1	3	0	-4
O=C(Nc1c(C(=O)N2CCOCC2)cnn1-c1ccccc1)c1ccccc1	-9	12	-1	16	-11	3	2	3
Cn1c(=O)c2c(ncn2CC(=O)N/N=C/C=C\c2ccccc2[N+](=O)[O-])n(C)c1=O	-10	·	0	0	-4	-4	·	17
CCOC(=O)C1CCCN(C(=O)/C(=C/c2ccco2)NC(=O)c2ccccc2)C1 (stereo unspecified)	-1	-3	-1	-3	0	2	-1	-9
O=C(NC(=S)Nc1ccc(N2CCOCC2)cc1)c1ccc(Cl)cc1	-19	20	-4	11	6	-1	3	9
O=C(O)Cn1c2ccccc2c2ccccc21	10	8	-4	-6	7	-1	-2	-1
CC(Oc1ccccc1Cl)c1nnc(N)s1 (stereo unspecified)	-4	27	-7	-7	1	9	1	7
Cc1ccc(S(=O)(=O)[N-]c2nc3ccccc3nc2-n2cc[n+](CCC(C)C)c2)cc1	10	-260	13	-2	-1	1	-47	-5
COC(=O)c1c(NC(=O)c2ccco2)sc2c1CCN(C(C)C)C2	-6	-422	1	-2	2	0	-150	1
COc1ccccc1NC(=O)c1cc(-c2ccc(C)o2)nc2ccccc12	-11	-288	-4	-5	23	3	-19	8
CN(CC(=O)Nc1cccc(F)c1)C(=O)c1ccncc1	-14	8	-7	1	8	3	2	1
CCCCOC(=O)Nc1nnc(COc2ccccc2)s1	-4	4	-2	9	9	4	4	-3
CCOC(=O)CSc1nnc(CSc2nc(C)cc(C)n2)n1Cc1ccco1	-8	29	-1	-4	2	-6	-7	2
CC(C)C1Oc2ccccc2N(CC(=O)NCCCN2C(C)CCCC2C)C1=O (stereo unspecified)	-4	12	7	9	2	3	-15	2
COc1ccc(C)cc1NC(=O)NNC(=O)C(C)Oc1ccc([N+](=O)[O-])cc1 (stereo unspecified)	-7	5	3	-5	4	-6	2	26
COc1ccc(-c2[nH]ncc2CNCCc2ncccc2C)cc1F	-18	6	-5	-11	-3	3	1	15
O=c1c2c([N+](=O)[O-])cc([N+](=O)[O-])cc2sn1Cc1ccccc1	9	23	7	3	-1	6	3	124*
Cn1cccc1CC(=O)N/N=C/c1cc([N+](=O)[O-])ccc1Cl	3	11	-3	-6	6	2	3	21
CCOc1ccccc1C1C(C#N)=C(N)SC(N)=C1C#N	3	-152	-3	-2	-14	2	-18	41
COc1ccccc1NC(=O)CSc1nc(C)c2c(c1C#N)CCCC2	-10	18	9	-5	14	-2	-2	-11
O=C(N/N=C/c1cccc([N+](=O)[O-])c1)c1cc2c(ccc3ccccc32)o1	-9	2	-1	11	-3	2	1	-17
CCc1cc(=O)oc2cc(C)cc(OC(C)C(=O)NCCN3CCOCC3)c12 (stereo unspecified)	11	-251	22	-5	-10	-2	0	-7
O=C(NCCCl)c1ccc(OCc2ccccc2)cc1Cl	14	15	-4	1	3	11	-1	-10
CCN1C(=NCc2cc(OC)c(OC)c(OC)c2)N[C@@H](c2ccccc2)[C@H](C(=O)OC)[C@H]1C	-7	·	2	·	-1	-5	·	·
CCN(CC)c1ccc(NC(=S)NC(=O)c2ccco2)cc1	5	21	-2	5	15	0	1	1
COc1cc(/C=C(/C#N)c2ccccc2)ccc1Oc1ccc([N+](=O)[O-])cn1	11	20	8	5	7	0	1	0
Cn1c(CSCc2ccc(Cl)cc2)n[nH]c1=S	-28	11	-1	-2	8	-9	2	8
Cc1ccc(C)c(SCC(=O)NCc2ccco2)c1	-11	22	4	-4	15	9	-1	-6
O=C(COC(=O)C1=COCCO1)NC1CCCCCCC1	7	6	4	-8	4	3	1	4
CCC1(c2ccc(Cl)cc2)NC(=O)N(CC(=O)NCc2ccc(F)cc2)C1=O (stereo unspecified)	-8	6	0	-4	4	-2	0	6
CCOC(=O)COn1c(=O)c(=O)n(O)c2ccccc21	-1	22	4	3	0	2	1	21
CCOC(=O)CN1C(=O)CC(c2ccc([N+](=O)[O-])cc2)C1=O (stereo unspecified)	-6	14	9	3	5	1	3	11
Cc1ccc(SCC(=O)NC(C)c2ccccc2)cc1 (stereo unspecified)	-20	17	-7	-4	6	-14	0	7
Cc1ccc(C(=O)C2CCN(CC(=O)Nc3ccccc3C)CC2)cc1	0	4	2	-2	6	-4	-1	13
CNC(=S)N/N=C(\C)c1ccc(-n2ccnc2)cc1	0	9	-4	0	-11	-7	-1	5
Cc1onc(-c2ccccc2)c1C(=O)N1CCCC(C(F)(F)F)C1 (stereo unspecified)	5	5	0	-3	-4	-13	1	3
C/C(CC(=O)Nc1ccc(N(C)C)cc1)=N\NC(=O)C(=O)NCc1ccccc1	1	18	6	8	-2	2	0	-16
COc1cc(-c2noc(CCCC(=O)Nc3ccc(C(N)=O)cc3)n2)cc(OC)c1OC	-24	10	2	-4	0	-11	1	10
CC(=O)Nc1ccc(S(=O)(=O)N(C)c2ccc(OCC(=O)OCC(=O)N3CCCCC3)cc2)cc1	-2	10	10	-2	1	3	2	-1
CC1(C)Cc2c(C#N)c(NCc3ccco3)nc(-c3ccco3)c2CO1	-4	-385	-3	-3	19	-13	-17	13
